Compound activity as filed in PubChem BioAssay.
FID counter – compounds displacing fluorescent DNA intercalator, primary screen, artefact control for HCV NS3 helicase inhibitor project, biochemical, FID fluorescence; DNA fluorescent intercalator displacement; inhibition, % at 7.9 µM; 290,000 compounds, 0.17% hits; in the data active = inhibition above about 37%;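 also: 0% = vehicle and 100% = reference compound; higher means more ethidium bromide displaced from hairpin DNA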
GPR7 antagonist – GPR7 receptor antagonists, primary screen, cell-based, fluorescence, single concentration; 290,000 compounds, 1.1% hits; inhibition, % at 4.4 µM; Neuropeptides B/W receptor type 1 (Homo sapiens), P48145; GPR7-expressing cells, fluorescence antagonist assay; in the data active = inhibition above about 16%, passing the limit was not always enough;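 also: cells stimulated with the agonist NPW; 0% = agonist with vehicle and 100% = vehicle without agonist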
NS3 helicase inh – inhibitors of HCV NS3 helicase, primary screen, biochemical, Cy5 molecular beacon fluorescence; Hepatitis C virus NS3 helicase; NS3 helicase DNA unwinding; inhibition, % at 10.9 µM; 290,000 compounds, 0.56% hits; AID 1800, 2009;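 active = inhibition above the mean of all tested compounds plus 3 SD, set per campaign, cut at about 35% in these data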;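 also: 0% = DMSO wells and 100% = thioflavine S control wells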
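assay system = NS3 helicase fragment of HCV | buffer or medium = MOPS pH 6.5, MgCl2, DTT, Tween20, BSA | timing = 60 min unwinding reaction at 25 °C after ATP addition | signal = Cy5 beacon fluorescence read at start and 1 h | read-out basis = % inhibition of unwinding | control set = low DMSO, high thioflavine S at 110 µM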
IMP-1 inhibitor – IMP-1 metallo-beta-lactamase inhibitors, primary screen, biochemical, epi-absorbance readout, Pseudomonas aeruginosa enzyme | purified IMP-1, nitrocefin hydrolysis, epi-absorbance fluorescence | 290,000 compounds, 0.45% hits | metallo-beta-lactamase IMP-1 (Pseudomonas aeruginosa) | inhibition, % at 5.6 µM;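 active = inhibition above the mean plus 3 SD of all compounds in the same screening run, cut at about 4.5% in these data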;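 also: 0% = IMP-1 with DMSO and 100% = DMSO wells lacking enzyme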
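Assay system: purified recombinant IMP-1 beta-lactamase. Input: IMP-1 0.2 nM before substrate addition. Buffer or medium: Zinc- and detergent-supplemented HEPES buffer, pH 7.1. Schedule: 25 °C, 15 min preincubation, 25 min reaction. Signal: Epi-absorbance fluorescence, 480 nm excitation, 530 nm emission. Evaluation: percent inhibition from optical density relative to buffer-blank wells.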
PHOSPHO1 inh – PubChem AID 1565 | 290,000 compounds, 1.1% hits | recombinant PHOSPHO1, absorbance phosphatase assay | inhibition, % at 13.3 µM; in the data active = inhibition above about 60%
Target sequence (Q8TCT1 whole entry, looked up): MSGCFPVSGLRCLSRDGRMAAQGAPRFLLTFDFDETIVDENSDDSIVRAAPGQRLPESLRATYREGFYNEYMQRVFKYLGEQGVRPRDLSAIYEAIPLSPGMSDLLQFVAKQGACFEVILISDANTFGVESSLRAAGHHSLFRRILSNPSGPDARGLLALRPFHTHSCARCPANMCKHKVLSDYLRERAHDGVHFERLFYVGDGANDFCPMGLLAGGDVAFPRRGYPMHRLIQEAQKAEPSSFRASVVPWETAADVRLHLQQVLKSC
VIM-2 inhibitor – VIM-2 metallo-beta-lactamase inhibitors, primary screen, biochemical, epi-absorbance readout, Pseudomonas aeruginosa enzyme; purified VIM-2, nitrocefin hydrolysis, epi-absorbance fluorescence; inhibition, % at 5.6 µM; 290,000 compounds, 0.89% hits;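 active = inhibition above the mean of all tested compounds plus 3 SD, cutoff set per screening run, cut at about 7.5% in these data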;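 also: red hydrolysis product quenches plate fluorescence so inhibitors raise well fluorescence; 0% = enzyme with DMSO and 100% = DMSO without enzyme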
OXTR agonist – human OXTR agonists, primary screen, fluorescence, CHO-OTR cells, Fluo-8 calcium. Oxytocin receptor (Homo sapiens), P30559. Fluo-8 calcium fluorescence; normalized: DMSO 0%, oxytocin 100%. activation, % at 3 µM. 320,000 compounds, 0.32% hits;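 active = activation above the mean of all tested compounds plus 3 SD, cutoff set per screening run, cut at about 20% in these data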;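 also: peak over basal fluorescence ratio from a 100 s FLIPR kinetic read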
GalR3 antagonist – GalR3 antagonists in HEK293 cells, primary screen, cell-based, fluorescence readout. inhibition, % at 3 µM. HEK293 GalR3-CNG cAMP membrane potential fluorescence; galR3 body fused to GalR1 C-terminus. 360,000 compounds, 0.44% hits. AID 651719, 2012;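 active = inhibition above the screen-wide average plus 3 SD, cut at about 13% in these data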;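 also: forskolin and galanin both at EC90 stimulate the cells; cAMP rise reported by CNG channel membrane potential dye signal; 0% = forskolin plus galanin with DMSO and 100% = forskolin alone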
Target sequence (O60755 1-299 limits assumed): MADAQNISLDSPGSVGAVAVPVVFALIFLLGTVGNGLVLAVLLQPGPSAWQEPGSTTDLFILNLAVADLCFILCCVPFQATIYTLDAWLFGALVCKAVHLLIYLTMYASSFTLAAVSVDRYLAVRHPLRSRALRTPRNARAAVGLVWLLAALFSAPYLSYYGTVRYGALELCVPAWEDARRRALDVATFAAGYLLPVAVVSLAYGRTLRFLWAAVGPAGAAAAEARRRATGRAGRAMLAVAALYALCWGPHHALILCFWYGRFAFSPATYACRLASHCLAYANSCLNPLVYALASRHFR
V1aR counter – agonists of human V1a receptor, primary screen, counter-screen for OXTR agonist project, fluorescence, CHO-V1R cells | Vasopressin V1a receptor (Homo sapiens), P37288 | Fluo-8 calcium fluorescence, agonist mode; 0% DMSO, 100% 3 nM vasopressin | activation, % at 3 µM | 320,000 compounds, 0.25% hits;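 active = activation above the mean activation of all tested compounds plus 3 SD, per screening run, cut at about 20% in these data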;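 also: signal is peak over basal fluorescence ratio across a 100 second FLIPR read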
Target sequence (P37288 whole entry, looked up): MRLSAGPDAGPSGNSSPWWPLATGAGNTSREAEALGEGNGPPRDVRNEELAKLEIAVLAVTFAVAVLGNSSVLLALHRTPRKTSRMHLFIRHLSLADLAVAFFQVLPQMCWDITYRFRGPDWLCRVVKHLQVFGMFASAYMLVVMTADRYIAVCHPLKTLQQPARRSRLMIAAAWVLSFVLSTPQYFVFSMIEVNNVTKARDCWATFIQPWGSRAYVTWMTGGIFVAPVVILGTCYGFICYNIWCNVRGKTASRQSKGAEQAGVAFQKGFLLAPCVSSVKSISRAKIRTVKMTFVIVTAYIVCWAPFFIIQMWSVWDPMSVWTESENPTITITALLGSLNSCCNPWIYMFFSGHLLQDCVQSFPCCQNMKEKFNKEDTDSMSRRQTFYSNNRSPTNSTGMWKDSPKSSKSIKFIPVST
Numbers without * were called inactive; nt = no result given; & = joins results of further samples. Outcome played no part in choosing rows, and some 4.3% of all compounds hit somewhere here.

The line under a structure holds: FID counter	GPR7 antagonist	NS3 helicase inh	IMP-1 inhibitor	PHOSPHO1 inh	VIM-2 inhibitor	OXTR agonist	GalR3 antagonist	V1aR counter
> CN(C)CCOC(c1ccc(Cl)cc1)c1ccccn1 (stereo unspecified)
  12	1	7	-1.7	24	-3.0	1.7	-5&1	0.8
> Cc1ccc(C)c(N(CC(=O)NCCSCc2ccco2)S(C)(=O)=O)c1
  -30	-11	6	-2.0	41	-2.0	0.4	0	-1.0
> CS(=O)(=O)N(CC(=O)NCC1CCCO1)Cc1ccc(Cl)cc1 (stereo unspecified)
  -2	-2	-1	-1.6	22	-1.4	-0.3	-1	1.0
> COc1cc(C=C2C(=O)OC(C)(C)OC2=O)ccc1OCC(=O)Nc1ccccc1
  -2	1	-4	-2.7	29	-3.9	0.0	-3	0.9
> COCC(=O)Nc1cc(Cl)ccc1C
  -17	1	3	-1.7	16	-2.6	-0.2	0	0.3
> O=C(COC(=O)c1cc(S(=O)(=O)NCc2ccccc2)ccc1O)c1cc2ccccc2o1
  -2	-9	15	-2.2	-12	-1.5	-0.7	-8	0.2
> C=CCNC(=O)Nc1ccc2nc(C)sc2c1
  2	-10	13	-3.4	7	-2.8	0.1	-8	0.9
> CCCCn1ccnc1C(=O)c1ccc(S(=O)(=O)N2CCCC2)cc1
  -33	-6	-10	-0.1	20	0.2	0.3	-5	-0.7
> Cn1cc(S(=O)(=O)N2CCCC(C(=O)O)C2)cn1 (stereo unspecified)
  -2	-15	-12	0.4	20	0.7	-0.4	-6	2.6
> O=c1[nH]c2ccc(NC(=S)Nc3ccc(F)cc3)cc2[nH]1
  2	-9	2	-2.6	-29	-1.7	0.1	3	0.6
> O=C1/C(=C\c2cc([N+](=O)[O-])ccc2O)SC(=S)N1Cc1ccc(Cl)cc1
  35	35*	-16	4.3	nt	4.3	96*	-9	67*
> Cc1cc(Cl)c(S(=O)(=O)NCc2cccnc2)cc1OCC(N)=O
  -1	-9	2	-5.7	6	-1.0	1.2	-1	0.2
> CC(NCc1ccc2c(c1)OCO2)c1ccccc1 (stereo unspecified)
  1	-15	-1	-5.5	24	-0.3	0.1	-9	-0.5
> Cn1c(=O)cc(SCC(=O)NCCC2=CCCCC2)c2cc(Cl)ccc21
  -2	-5	-4	-1.6	13	-0.4	-0.3	-9	1.2
> CCCCN(C)CCCNC(=O)CC1Oc2ccccc2NC1=O (stereo unspecified)
  -2	-1	8	-4.8	-6	-2.9	1.3	-2	-0.3
> CC(C)[C@H](NC(=O)c1ccco1)C(=O)OCC(=O)N1CC(=O)Nc2ccccc21
  -8	-14	9	-1.3	20	1.3	0.1	-3	1.3
> O=C(CSc1nc2cc(Cl)ccc2s1)NC1CCCc2ccccc21 (stereo unspecified)
  -14	7	-7	-2.2	-4	0.6	-3.0	-9	0.2
> COC(=O)Nc1nnc(/C=C/c2ccccc2)s1
  -7	0	-1	-1.8	3	-2.1	0.1	0	-0.7
> O=C(COc1ccccc1)N1CCc2ccccc2C1
  -6	-5	0	-4.7	7	1.6	-1.0	-4	-0.2
> Nc1nc(N2CCN(C(=O)c3ccco3)CC2)nc2ccccc12
  3	-12	11	-1.9	8	-4.8	0.9	-3	0.9
> O=C(O)CCn1c(=O)[nH]c2ccccc2c1=O
  1	-2	0	0.3	19	1.3	0.9	4	0.6
> CCN(CC)S(=O)(=O)c1ccc(/C=C/C(=O)Nc2ccc(F)cc2F)cc1
  -22	2	1	-0.3	6	0.7	0.0	-4	7.8
> COC(=O)Cc1ccc(NC(=S)N2CCN(c3cccc(O)c3)CC2)cc1
  -1	-1	-24	-1.0	-1	-1.9	13	-5	7.2
> O=c1cc(/N=C/c2coc3cc(Br)ccc3c2=O)[nH]c(=S)[nH]1
  -3	-12	-7	-3.3	15	-2.8	-0.4	-2	0.8
> COc1ccc(CN(C(=O)CN2C(=O)C(C)Oc3ccccc32)C2CCCC2)c(OC)c1 (stereo unspecified)
  -28	-6	-10	-2.9	-14	-1.6	-1.2	nt	-0.7
> CC(C)C(=O)NC(NC(=S)Nc1ccc(S(N)(=O)=O)cc1)C(Cl)(Cl)Cl (stereo unspecified)
  -7	-5	5	-3.5	-9	-4.6	0.7	-9	0.6
> CC(C(=O)N1CCN=C1c1ccccc1)N1C(=O)c2ccccc2C1=O (stereo unspecified)
  -8	-16	-18	-1.9	24	-1.1	0.5	-6	0.5
> CCOC(=O)Cc1ccc(NS(=O)(=O)c2ccc(SC)cc2)cc1
  -17	-4	-1	-3.9	-4	0.6	5.2	0	5.8
> O=C(CNS(=O)(=O)c1ccccc1)NCC(=O)OCc1ccc(Cl)cc1
  -12	0	1	-2.2	32	-0.9	0.7	-7	0.3
> O=C(O)[C@H]1CCCC[C@H]1C(=O)Nc1cc([N+](=O)[O-])ccc1F
  0	-12	-2	-4.7	13	-1.3	-0.9	0	0.2
> O=C(N=C1SC2CS(=O)(=O)CC2N1Cc1ccc(F)cc1)C1CCCO1 (stereo unspecified)
  -15	-8	-3	-3.4	40	-0.4	1.4	-2	0.9
> COc1ccccc1-n1cnnc1SCC(=O)c1ccc[nH]1
  -2	-10	4	-4.7	7	-3.8	3.4	-6	0.3
> O=C(CCOc1ccccc1)Nc1ccccc1[N+](=O)[O-]
  3	-7	-2	-2.6	16	-1.8	-2.1	0	-1.0
> Cc1nn(-c2ccc(F)cc2)c(Cl)c1/C=C(\CCC(=O)O)c1nc2ccccc2s1
  -22	-16	11	-1.7	38	0.7	-0.6	-6	0.2
> O=c1oc(-c2cccc([N+](=O)[O-])c2)nc2ccccc12
  1	-14	1	-4.7	36	-0.4	-1.7	-5	0.3
> CCn1cc(C(=O)NCC2CCCO2)c(=O)c2cc(S(=O)(=O)N(C)C3CCCCC3)ccc21 (stereo unspecified)
  -22	-11	-5	-3.4	-20	-6.3	0.1	-1	1.0
> CCOC(=O)C1CCCn2c1nc1sc3c(c1c2=O)CCCC3 (stereo unspecified)
  -14	-7	-5	-7.1	46	0.0	-0.8	-2	-0.3
> COc1ccc(C(CC(=O)O)NS(=O)(=O)c2ccc3c(c2)N(C(C)=O)CC(C)O3)cc1 (stereo unspecified)
  -18	-3	-3	-2.1	14	-1.9	-0.2	12	0.2
> CCS(=O)(=O)N1N=C(c2ccc(NS(C)(=O)=O)cc2)CC1c1ccccc1 (stereo unspecified)
  -14	-6	9	-2.2	-2	-1.7	0.7	-3	0.7
> COc1ccc(C2=NC(CO)(CO)CO2)cc1
  -1	-19	-27	-1.5	44	0.1	1.3	-5	0.3
> COc1ccc(OCc2cc(C(=O)N(C)C3CCOC3)no2)c(Cl)c1 (stereo unspecified)
  -25	-17	0	-3.2	27	-2.0	0.2	5	4.9
> CCOC(=O)c1sc(NC(=O)CCN2CCN(CC)CC2)c(C(=O)OCC)c1C
  24	2	-40	0.1	20	14*	0.9	-5	1.0
> C/C(CC(=O)NCc1ccco1)=N\NC(=O)Cc1ccc(Cl)cc1
  -6	-4	-2	-2.7	12	0.1	-1.0	-1	2.4
> CN(C)S(=O)(=O)c1ccc(S(=O)(=O)NCc2cccs2)cc1
  -1	5	0	-2.2	22	-3.0	1.2	-7	0.7
> Cn1cccc1/C=C1/SC(=S)N(CC(=O)O)C1=O
  4	-12	5	-3.6	-41	0.8	2.1	2	2.2
> CC(C)c1cc(=O)n2[nH]c(N)nc2n1
  2	0	3	-3.1	32	-4.9	0.5	-3	1.4
> C=CC[n+]1c(-c2ccc(Cl)cc2Cl)csc1Nc1ccc(NC(C)=O)cc1
  -21	-9	-29	-0.6	-6	-0.4	-1.3	-6	1.5
> COc1ccc(CNC(=O)CS(=O)(=O)Cc2nc(-c3cccc(OC)c3)oc2C)cc1
  -48	-3	-1	-2.6	13	-1.8	1.8	-1	3.3
> CC(=O)c1ccc(N2Cc3ccccc3/C2=N\C(=O)Nc2ccc(Cl)cc2)cc1
  -4	-8	-4	-1.4	0	-1.1	-0.2	2	1.9
> Cc1c(CNC2CCCC2)c(C(=O)O)c(C)n1Cc1ccccc1
  -8	11	1	-1.1	1	1.0	0.8	6	0.1
> CCOC(=O)c1ccccc1NC(=O)COC(=O)C1=COCCO1
  -6	-6	1	-2.5	0	-0.9	-1.9	0	-1.4
> Nc1c(C(=O)N2CCOCC2)sc2nc(N3CCOCC3)c3c(c12)CCCC3
  -27	-3	10	-2.0	-54	0.4	-0.4	-2	0.1
> COc1cccc(Nc2cc(C)c3ccccc3n2)c1
  -12	-1	-16	-3.6	33	-5.9	-2.4	-9	-1.4
> Cc1ccnc(NC(=O)CN2C(=O)c3ccccc3C2=O)c1
  -4	-26	-7	-3.2	-5	-2.8	0.7	-2	1.4

Of the compounds above, these contain an aryl methoxy group:
The line under a structure holds: FID counter	GPR7 antagonist	NS3 helicase inh	IMP-1 inhibitor	PHOSPHO1 inh	VIM-2 inhibitor	OXTR agonist	GalR3 antagonist	V1aR counter
> COc1cc(C=C2C(=O)OC(C)(C)OC2=O)ccc1OCC(=O)Nc1ccccc1
  -2	1	-4	-2.7	29	-3.9	0.0	-3	0.9
> COc1ccc(CN(C(=O)CN2C(=O)C(C)Oc3ccccc32)C2CCCC2)c(OC)c1 (stereo unspecified)
  -28	-6	-10	-2.9	-14	-1.6	-1.2	nt	-0.7
> COc1ccccc1-n1cnnc1SCC(=O)c1ccc[nH]1
  -2	-10	4	-4.7	7	-3.8	3.4	-6	0.3
> COc1ccc(C(CC(=O)O)NS(=O)(=O)c2ccc3c(c2)N(C(C)=O)CC(C)O3)cc1 (stereo unspecified)
  -18	-3	-3	-2.1	14	-1.9	-0.2	12	0.2
> COc1ccc(C2=NC(CO)(CO)CO2)cc1
  -1	-19	-27	-1.5	44	0.1	1.3	-5	0.3
> COc1ccc(OCc2cc(C(=O)N(C)C3CCOC3)no2)c(Cl)c1 (stereo unspecified)
  -25	-17	0	-3.2	27	-2.0	0.2	5	4.9
> COc1ccc(CNC(=O)CS(=O)(=O)Cc2nc(-c3cccc(OC)c3)oc2C)cc1
  -48	-3	-1	-2.6	13	-1.8	1.8	-1	3.3
> COc1cccc(Nc2cc(C)c3ccccc3n2)c1
  -12	-1	-16	-3.6	33	-5.9	-2.4	-9	-1.4
